# Screening data (PubChem)
# T cell modulator = modulates CD8 T cell binding to vesicles | 2C CD8+ T cell-vesicle binding, flow cytometry; active compounds read low | calls only at 7 µM | 330,000 tested, 0.068% active;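 active means response, share of CD8 T cells binding vesicles, and their 90th percentile fluorescence all below set limits, cut at about 80% in these data, passing the limit was not always enough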
#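 Assay system: 2C TCR transgenic mouse naive CD8+ T cells, MACS-purified | Read-out: CD8+ gate FL2 mean fluorescence as % of same-row positive control | Signal: High-throughput flow cytometry with anti-B7-1 and anti-CD8 staining | Timing: Binding step 1.5 h, 37 °C, antibody labelling 20 min, ice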
# Myeloid diff MLP = compounds promoting myeloid differentiation; calls only at 10 µM; 360,000 tested, 1% active; ER-HoxA9 myeloid progenitors, lysozyme-GFP differentiation, flow cytometry;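 active means normalized GFP-positive differentiation at or above the plate's own cutoff, the solvent-only control mean plus 3 SD; inconclusive means no clear call, values can overlap the other calls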;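 further: cells exposed to compound for four days before flow analysis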
# Lipid droplet = hepatic lipid droplet formation modulation; AML12 mouse hepatocytes, oleate lipid droplets, BODIPY imaging; inhibition, % at 6.5 µM; 240,000 tested, 0.4% active;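 active means lipid droplet intensity inhibited by at least 50%, with more than 500 cells counted; inconclusive means wells with under 300 cells, treated as cytotoxic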
#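 Assay system: AML12 hepatocytes (mouse); Probe or stimulus: oleic acid at 100 µM to induce lipid droplet formation; Dosing: compound at 6.5 µM only; Schedule: compound with oleate, overnight; Detection: fluorescence imaging, 20x objective, two fields per well; Measure: % inhibition of lipid droplet signal.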
# Lipid droplet cells 6.5 µM = further read-out of Lipid droplet, marked with its call; cell count; measured here: cell count, cytotoxicity flag;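 cells counted across two imaged fields per well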
# T cell modulator vesicle-bound % = second read-out of T cell modulator, no call of its own (marks repeat the call); double positive events, %; measured here: CD8+ vesicle-bound cell fraction;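 binding gate set so that unloaded-vesicle control wells show 10% double positive cells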
# Myeloid diff MLP GFP+ MAC1+ % = second read-out of Myeloid diff MLP, no call of its own (marks repeat the call); GFP+ MAC1+ double positive, %; measured here: differentiation confirmed by MAC1 staining
# * marks the source's active call; other numbers are inactive results; i = inactive; ? = inconclusive; . = not tested or not shown.
SMILES,T cell modulator,T cell modulator vesicle-bound %,Myeloid diff MLP,Myeloid diff MLP GFP+ MAC1+ %,Lipid droplet,Lipid droplet cells 6.5 µM
CCOC(=O)c1c(S(=O)(=O)NCC(=O)Nc2ccc(F)cc2)c(C)n(C)c1C,i,47.2,i,2.6,-8.0,710
CCn1c(SCC(=O)Nc2ccc3c(c2)OCCO3)nnc1C1CC1,i,21.2,i,4.6,6.4,816
CCC1CCCCN1CCCNC(=O)C1CCN(Cc2nc(-c3ccc(Cl)cc3)oc2C)CC1 (centres undefined),i,41.7,i,1.6,-32.9,586
NS(=O)(=O)OCc1ccc(C(F)(F)F)cc1,i,42.7,i,0.7,-2.3,789
O=C(O)c1ccc(CNS(=O)(=O)c2ccc(Oc3ccccc3Cl)cc2)cc1,i,50.8,i,0.6,-2.2,819
O=C1C(=O)N(CCN2CCOCC2)C(c2cccc(Cl)c2)/C1=C(\O)c1ccc2c(c1)OCCO2 (centres undefined),i,17.1,i,0.0,-7.2,698
CN(Cc1ccccc1)c1ccc(C(CC(N)=O)NC(=O)Cc2cccc3ccccc23)cc1[N+](=O)[O-] (centres undefined),i,16.1,i,1.1,-4.5,805
Cc1ccc(S(=O)(=O)CCN2CCN(c3ccccc3)CC2)cc1,i,16.3,i,3.1,9.3,824
CCCC1(c2ccccc2)NC(=O)N(CC(=O)Nc2ccccc2C(F)(F)F)C1=O (centres undefined),i,15.7,i,0.5,-2.8,839
Cc1ccc(NC(=O)CS(=O)CC(=O)N2CCN(c3ccccc3)CC2)cc1 (centres undefined),i,17.6,i,0.8,7.2,798

# Profiles, looked up by structure. Order of values: T cell modulator, T cell modulator vesicle-bound %, Myeloid diff MLP, Myeloid diff MLP GFP+ MAC1+ %, Lipid droplet, Lipid droplet cells 6.5 µM
# Shown for `CCn1c(SCC(=O)Nc2ccc3c(c2)OCCO3)nnc1C1CC1` = i, 21.2, i, 4.6, 6.4, 816
# Shown for `Cc1ccc(NC(=O)CS(=O)CC(=O)N2CCN(c3ccccc3)CC2)cc1` (centres undefined) = i, 17.6, i, 0.8, 7.2, 798
# Shown for `O=C1C(=O)N(CCN2CCOCC2)C(c2cccc(Cl)c2)/C1=C(\O)c1ccc2c(c1)OCCO2` (centres undefined) = i, 17.1, i, 0.0, -7.2, 698
# Shown for `CN(Cc1ccccc1)c1ccc(C(CC(N)=O)NC(=O)Cc2cccc3ccccc23)cc1[N+](=O)[O-]` (centres undefined) = i, 16.1, i, 1.1, -4.5, 805
# Shown for `O=C(O)c1ccc(CNS(=O)(=O)c2ccc(Oc3ccccc3Cl)cc2)cc1` = i, 50.8, i, 0.6, -2.2, 819

# Carrying on.
SMILES,T cell modulator,T cell modulator vesicle-bound %,Myeloid diff MLP,Myeloid diff MLP GFP+ MAC1+ %,Lipid droplet,Lipid droplet cells 6.5 µM
Cc1ccccc1NS(=O)(=O)c1ccc2c3c(cccc13)C(=O)N2C,i,27.4,i,1.9,32.5,786
CCOc1ccccc1NS(=O)(=O)c1ccc2c(c1)NC(=O)CCS2,i,26.8,?,.,-1.7,660
CC1CCC(N2CCN(S(=O)(=O)Cc3ccccc3)CC2)CC1 (centres undefined),i,38.2,i,2.7,20.9,865
OCC[C@@H]1C[C@H](O)[C@@H](O)[C@]2(CCc3ccccc3CO2)O1,i,23.5,i,1.3,2.3,762
CN(Cc1ccccc1)c1ccc(C(CC(N)=O)NC(=O)c2ccc(Br)cc2)cc1[N+](=O)[O-] (centres undefined),i,39.9,i,3.7,12.6,770
COC(=O)[C@]1(C)CCC[C@@]2(C)C3CC[C@@]4(C)C[C@]3(CC[C@H]12)C[C@H]4O (some centres undefined),i,39.5,i,0.5,5.3,805
C#CCN(C(=O)c1ccc(OC2CCN(Cc3ccccn3)CC2)cc1)C1CCCCC1,i,18.1,i,0.3,-0.4,683
CCCCc1cc(=O)oc2cc(C)cc(OCC(=O)NCC3CCC(C(=O)O)CC3)c12 (centres undefined),i,20.9,i,0.9,-4.0,771
CCOc1ccc(CN2CCNC(=O)C2CC(=O)N(C)C2CCCCC2)cc1 (centres undefined),i,16.7,i,2.2,-14.9,664
Cc1cccn2c(=O)c(/C=C(\C#N)C(N)=O)c(N3CCN(c4cccc(Cl)c4)CC3)nc12,i,11.1,i,0.1,21.8,828
O=C(Nc1cc2c(cc1C(=O)O)OCCCO2)c1ccc(F)cc1F,i,53.5,i,0.5,-1.9,798
CCC(C)COC(c1ccccc1)(c1ccccc1)C(Oc1nc(C)cc(C)n1)C(=O)O (centres undefined),i,48.2,i,0.6,-0.2,821
CN(C)S(=O)(=O)n1cc(/C=C(\NC(=O)c2ccccc2Cl)C(=O)N2CCOCC2)c2ccccc21,i,20.2,i,0.4,-3.4,691
CC(=O)Nc1c(F)c(F)c(F)c(F)c1F,i,9.5,i,1.3,-0.5,775
Nc1nonc1-n1nnc(C(=O)N/N=C/c2ccc(Cl)cc2Cl)c1CN1CCOCC1,i,24.0,i,2.5,-26.9,786
O=C(Nc1c2c(nn1-c1ccccc1)CS(=O)(=O)C2)C1CCCC1,i,13.7,i,8.0,21.6,726
Cc1cc2oc(=O)cc(CN(C)Cc3ccccc3)c2cc1C(C)C,i,34.8,i,0.3,-22.0,819
CC1CCCCC1NC(=O)CSc1nnc(CC(=O)Nc2ccccc2F)n1C (centres undefined),i,47.2,i,3.7,11.2,642
CN(C)c1nc(Nc2ccc(F)cc2)nc(Oc2ccc(F)cc2)n1,i,62.2,i,0.4,-2.6,817
COc1nc(-c2ccc(Cl)cc2Cl)nc2ccccc12,i,56.3,i,0.5,-21.9,779
Cc1ccc(NC(=O)[C@H](C)NC(=O)C2CCN(C(=O)[C@@H](NC(=O)OC(C)(C)C)C(C)C)CC2)cc1,i,12.2,i,0.5,9.7,795
O=c1[nH]c(/C=C\c2ccc(O)c(O)c2)nc(O)c1[N+](=O)[O-],i,54.9,i,0.6,-0.3,821
O=S(=O)(c1ccccc1)N1CCC(n2cnc3ccccc32)CC1,i,24.7,i,0.3,7.3,817
O=C(NCc1cccc(Cl)c1)c1ccc(N2CC3CC(C2)c2cccc(=O)n2C3)c(NC(=O)c2cccnc2)c1 (centres undefined),i,48.0,i,2.7,-35.8,745
Cc1ccc(C(C(=O)NC2CCCC2)N(C(=O)c2csnn2)C2CC2)cc1 (centres undefined),i,36.2,i,0.7,-1.7,800
Cc1ccc(N(C(=O)c2ccc(S(=O)(=O)N3CCCC3)cc2)C2C=CS(=O)(=O)C2)cc1 (centres undefined),i,60.3,i,0.6,3.0,846
Cc1ccc(NC2CCCN(C(=O)c3cn4cc(Cl)ccc4n3)C2)cc1C (centres undefined),i,9.4,i,0.3,-25.9,691
CSc1ncccc1C(=O)N1CCN(S(=O)(=O)c2ccc(C)cc2)CC1,i,38.9,i,0.8,24.2,783
COc1cccc(CN(C)C(=O)c2cc(S(=O)(=O)N3CCN(c4ccccc4)CC3)ccc2Cl)c1,i,34.3,i,0.0,-3.6,710
Cc1cc(C)n(-c2ccc(NC(=O)C3CCCCN3C(=O)c3sccc3C)cc2)n1 (centres undefined),i,37.5,i,1.3,9.0,670
Cc1cc(C(=O)N2CCc3ccccc3C2)n[nH]1,i,13.1,i,1.8,-96.9,374
Cn1cc(CN2CCN(CC(C)(C)C)C(CCO)C2)c2ccccc21 (centres undefined),i,69.2,i,0.9,1.9,799
O=C(O)CCC1(CCC(=O)O)c2ccccc2-c2ccccc21,i,63.7,i,0.6,-0.1,825
CCOc1ccc(CCNC(=O)CCn2ccc3cc(S(=O)(=O)N4CCCC4)ccc32)cc1,i,29.2,i,5.0,-1.2,766
CS(=O)(=O)Nc1cccc(C2=NN(C(=O)c3ccccc3)C(c3cccs3)C2)c1 (centres undefined),i,30.9,i,0.4,-8.8,795
Cc1cc(Cl)cc(Cl)c1OCCN1CCCC1,i,57.2,i,0.7,2.1,824
O=C(COc1ccccc1)N=C1SC2CS(=O)(=O)CC2N1c1ccccc1F (centres undefined),i,19.4,i,2.5,-12.2,697
N#Cc1cccc(CN2CCC(=O)N([C@H](CO)Cc3ccccc3)CC2)c1,i,21.4,i,2.2,-17.0,800
CC1CCc2c(sc3ncnc(SCC(=O)Nc4ccc(C(=O)O)cc4)c23)C1 (centres undefined),i,21.2,i,0.3,-0.2,784
Cc1cc(-c2ccccc2)nc(N/N=C/c2ccccc2)n1,i,41.1,i,1.3,-2.8,788
[N-]=[N+]=NC[C@H](Cc1ccccc1)N1CCN(Cc2ccccc2)CCC1=O,i,35.2,i,4.6,-10.1,747
C=C(C)CN(CC)C(=O)CN1C(=O)NC2(CCCc3ccccc32)C1=O (centres undefined),i,71.1,i,0.7,11.4,725
O=C(CSc1nnc(COc2ccc(Br)cc2)o1)NC1CCCCC1,i,31.6,i,0.2,1.1,841
CCN(CC)C1CCN(C(=O)c2ccc(OC3CCN(CCc4ccccc4)CC3)cc2)C1 (centres undefined),i,18.4,?,.,-5.4,778
COc1ccc(OCc2cc(C(=O)N[C@H]3CCCCNC3=O)no2)c(Cl)c1,i,4.6,i,2.2,0.7,642
CCN(CC(=O)Nc1c(F)cccc1F)C(=O)/C=C/c1cn(Cc2ccccc2)nc1-c1cccnc1,i,15.9,i,4.3,-15.1,648
O=C1C(=O)N(c2ccccn2)C(c2ccc(F)cc2)/C1=C(/O)c1ccc(Br)cc1 (centres undefined),i,13.4,i,0.4,-18.0,772
CCn1c(SCC(=O)Nc2nccs2)nnc1-c1cccnc1,i,25.3,i,1.0,0.0,710
CC(=O)Nc1ccc(NC(=O)c2ccc3c(c2)C(=O)N(c2ccccc2C)C3=O)cc1,i,24.2,i,0.6,3.9,788
CC(=O)NCC1CCCN(C(=O)c2ccc(OC3CCN(Cc4ccccn4)CC3)cc2)C1 (centres undefined),i,6.1,i,2.9,-3.7,677

# The list goes on.
SMILES,T cell modulator,T cell modulator vesicle-bound %,Myeloid diff MLP,Myeloid diff MLP GFP+ MAC1+ %,Lipid droplet,Lipid droplet cells 6.5 µM
COCCNC(=O)Cn1nc(-c2ccc(C)cc2)c2ccccc2c1=O,i,53.4,i,0.5,0.6,820
CC(=O)c1cccc(NC(=O)Cn2cnc(S(=O)(=O)N3CCC(C)CC3)c2)c1,i,50.2,i,1.5,19.3,689
O=C(O)c1c(NC(=O)N2CCOCC2)sc2c1CCCC2,i,52.6,i,1.0,2.6,397
Cc1cc(C)c(S(=O)(=O)Nc2ncccc2C)c(C)c1,i,57.5,i,0.7,-31.4,802
O=C1COc2ccc(S(=O)(=O)CCC(=O)N3CCN(c4cccc(C(F)(F)F)c4)CC3)cc2N1,i,10.0,i,0.8,-56.3,667
O=S(=O)(c1cc(F)ccc1F)N1CCN(C2CCCCC2)CC1,i,22.1,i,1.4,3.6,841
Cc1cc(OCC(=O)N2CCC(O)CC2)c2c(C)cc(=O)oc2c1,i,50.9,i,3.7,17.0,741
COc1ccc(-c2n[nH]c3c2CN(C(=O)c2ccccc2)CC3)cc1,i,35.0,i,0.4,20.9,800
Cc1cc(Br)ccc1NC(=S)NC1CCCC1,i,2.1,i,1.0,-1.4,852
COc1ccccc1CN1CC(C(=O)NCCN(C)CCc2ccccc2)CCC1=O (centres undefined),i,14.3,?,.,-1.1,677
CCOC(=O)C1CCCCN1Cc1ccc(-c2ccccc2)cc1 (centres undefined),i,47.3,i,0.1,-3.1,794
Cc1cc(-c2ccc(C(C)C)c(S(=O)(=O)N3CCOc4ccccc43)c2)on1,i,6.7,i,0.0,-6.9,677
NC(=O)CC(NC(=O)c1cccc(Br)c1)c1ccc(NCC2CC2)c([N+](=O)[O-])c1 (centres undefined),i,22.3,i,1.3,-0.2,725
COCC(C)N=C1SCCN1Cc1ccccc1 (centres undefined),i,18.6,i,1.4,-14.9,756
COc1cc(/C=C2\C(=N)N3N=C(S(C)(=O)=O)SC3=NC2=O)ccc1OS(=O)(=O)c1ccc(C)cc1,i,54.6,i,1.2,7.6,691
Cc1ccc(Cl)cc1NC(=O)Cn1nc(-c2cccs2)ccc1=O,i,2.8,i,3.1,15.1,792
Cc1ccc(S(=O)(=O)N2CCN(C(=O)N3CCOCC3)CC2)cc1C,i,56.1,i,0.7,-1.8,764
O=S(=O)(NCc1ccccn1)c1ccccn1,i,38.4,i,1.1,20.8,828
Cc1ccc(CCC(=O)Nc2ccccc2C(=O)O)o1,i,32.5,i,2.9,29.1,710
CCC(C)NC(=O)CN1C(=O)NC2(CCOc3ccccc32)C1=O (centres undefined),i,41.5,i,1.7,-19.0,798
Cc1nc(NS(=O)(=O)c2cccc([N+](=O)[O-])c2)sc1C(C)(C)C,i,59.1,i,0.2,8.4,854
COCCNC(=O)c1ccc(S(=O)(=O)N2CCCc3ccccc32)cc1,i,30.2,i,0.9,9.3,796
CC(=O)Nc1c2c(nn1-c1ccc(F)cc1)CSC2,i,24.4,i,1.7,15.8,711
COc1cccc(OC)c1C(=O)Nc1cccc(C(=O)Nc2cccc(C(=O)O)c2)c1,i,15.0,i,0.2,31.7,674

# Some of the compounds tested; count on the stated rates, not on these rows.
